PI5P4Ka inh = qHTS for Inhibitors of phosphatidylinositol 5-phosphate 4-kinase (PI5P4K); PI5P4Kalpha enzyme, ADP-Glo luminescence, 60 min; stronger effect = lower value; max response, %; 330,000 tested, 1.2% active; AID 652105, 2013; active means max response of -50% or lower; inconclusive means between -30% and -50%; inactive means -30% or higher; further: value at the top dose of about 77 µM; on the % scale 0 is the no-effect control and ±100 the full control effect
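Reactions run in 0.038 M HEPES pH 7.4, 0.28 mM EGTA, 0.1% CHAPS and 5% DMSO, with PI5P4Kalpha, substrate, compound and 5 microM ATP final, one hour at room temperature. Readout is ADP-Glo luminescence.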
WRN inhibitor = qHTS for Inhibitors of WRN Helicase; Potency, µM (titrated, usually from 114 µM), inactives show at the highest dose activity change, negative = inhibition, usual class: inhibitors; 360,000 tested, 0.46% active; AID 651768, 2012; WRN helicase unwinding, fluorescent forked duplex, kinetic; Bifunctional 3'-5' exonuclease/ATP-dependent helicase WRN (Homo sapiens), Q14191; further: potency means the concentration at half of the fitted maximal effect; on the % scale 0 is the no-effect control and ±100 the full control effect; nearly all actives have a fitted effect of over 55% in size
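WRN at 20 nM final was preincubated with compound for 15 min at room temperature; reaction started with 100 nM forked duplex oligonucleotide carrying fluorophore and quencher plus 2 mM ATP (final). Unwinding followed kinetically by red fluorescence (ex 525/em 598 nm).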
EPAC2 ag = qHTS for Agonist of cAMP-regulated guanine nucleotide exchange factor 4 (EPAC2): primary screen; EPAC2 activation, biochemical qHTS; response scale: 100% = 6.5 mM cAMP response; Potency, µM (doses to about 154 µM), without a hit: at the highest dose activation, most hits filed as activators; 360,000 tested, 0.079% active; further: potency means the concentration at half of the fitted maximal effect; nearly all actives have a fitted effect of over 50% in size
Target sequence (Q8WZA2 whole entry, looked up): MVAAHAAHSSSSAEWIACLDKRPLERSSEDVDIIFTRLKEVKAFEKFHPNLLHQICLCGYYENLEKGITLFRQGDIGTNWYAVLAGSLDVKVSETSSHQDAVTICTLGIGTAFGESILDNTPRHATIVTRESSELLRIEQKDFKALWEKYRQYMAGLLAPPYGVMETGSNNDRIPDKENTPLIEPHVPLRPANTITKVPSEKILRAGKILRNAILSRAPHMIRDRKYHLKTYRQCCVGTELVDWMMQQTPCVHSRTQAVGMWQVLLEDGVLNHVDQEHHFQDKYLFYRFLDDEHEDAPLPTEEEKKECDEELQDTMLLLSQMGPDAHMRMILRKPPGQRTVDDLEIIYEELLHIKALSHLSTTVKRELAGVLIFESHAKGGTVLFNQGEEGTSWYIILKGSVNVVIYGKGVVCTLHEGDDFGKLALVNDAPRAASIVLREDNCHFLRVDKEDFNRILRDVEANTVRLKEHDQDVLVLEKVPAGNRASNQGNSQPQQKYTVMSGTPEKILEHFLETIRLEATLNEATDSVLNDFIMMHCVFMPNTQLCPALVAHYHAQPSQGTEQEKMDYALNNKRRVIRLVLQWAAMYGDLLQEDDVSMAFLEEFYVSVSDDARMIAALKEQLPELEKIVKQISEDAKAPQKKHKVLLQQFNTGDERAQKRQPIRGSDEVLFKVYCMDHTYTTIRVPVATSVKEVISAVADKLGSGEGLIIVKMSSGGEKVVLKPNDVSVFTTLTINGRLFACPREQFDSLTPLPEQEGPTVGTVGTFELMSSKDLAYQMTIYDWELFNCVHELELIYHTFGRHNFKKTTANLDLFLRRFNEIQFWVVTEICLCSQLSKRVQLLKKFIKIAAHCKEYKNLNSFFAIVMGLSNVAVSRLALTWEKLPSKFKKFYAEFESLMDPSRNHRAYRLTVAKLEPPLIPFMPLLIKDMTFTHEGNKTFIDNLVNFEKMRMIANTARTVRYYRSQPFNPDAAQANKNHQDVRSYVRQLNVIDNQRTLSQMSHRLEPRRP
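In this primary screen, activation is scored as increased exchange of BODIPY-GDP from Rap1B by 100 nM EPAC2, with 50 uM GDP as competitor. Signal is normalized to the 6.5 mM cAMP agonist control.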
IL2 activator = qHTS of IL-2 Activators; 360,000 tested, 0.065% active; IL-2 activation reporter assay, cell-based qHTS; stimulated with anti-CD3/CD4/CD28 beads; in transgenic mouse T cells; activation, % (series mostly up to about 46 µM); in the data active means activation above about 50%; inconclusive means mostly about 30% to 49%; further: 0% is about no effect
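Unstimulated transgenic mouse T cells, 750 per well, received compound and, after 60 minutes, anti-CD3/anti-CD4 bead plus anti-CD28 stimulation. EGFP and DsRed were quantified after 18 hours.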
EPAC1 agonist = qHTS for Agonist of cAMP-regulated guanine nucleotide exchange factor 3 (EPAC1): primary screen | Rap guanine nucleotide exchange factor 3 (Homo sapiens), O95398 | EPAC1 agonist qHTS, biochemical assay; response scale: 100% = response to 6.5 mM cAMP | Potency, µM (titrated, usually from 154 µM), for the others: at the highest dose activation, usual class: activators | 360,000 tested, 0.073% active | AID 720707, 2013; further: potency means the concentration at half of the fitted maximal effect; nearly all actives have a fitted effect of over 60% in size
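Compounds were pinned as a concentration titration into mixtures of EPAC1 (100 nM), BODIPY-GDP-loaded Rap1B (250 nM) and GDP (50 uM). After 5 min at room temperature, fluorescence was followed for 30 min; activity was scaled to 6.5 mM cAMP.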
EPAC1 antag = qHTS for Antagonist of cAMP-regulated guanine nucleotide exchange factor 3 (EPAC1): primary screen. Rap guanine nucleotide exchange factor 3 (Homo sapiens), O95398. EPAC1 GEF assay, Rap1b-BODIPY-GDP exchange fluorescence. Potency, µM (doses to about 115 µM), inactives show top-dose activity change, negative = inhibition, hits mostly inhibitors. 360,000 tested, 0.14% active;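 further: potency means the concentration at half of the fitted maximal effect; plate controls were vehicle for no effect and positive control for full effect; nearly all actives have a fitted effect of over 50% in size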
CCT chaperon mod = High-Throughput Screening for Modulators of Cytosolic Chaperonin Activity; purified chaperonin ATPase assay, HTRF ADP detection, 30 min; activity change, % (no concentration beside the values), hits read low; 360,000 tested, 0.3% active; AID 651819, 2012; in the data active means activity change below about -30%; further: on the % scale 0 is the no-effect control and ±100 the full control effect
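TRiC at 40 or 20 nM final (batch-dependent) in 30 mM Tris pH 7.4, 100 mM KCl, 5 mM MgCl2, 1 mM DTT, with compound at single 76 uM and 10 uM ATP, 30 min at 37 deg C. ADP detected by HTRF Transcreener, 665/615 ratio.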
PLK1 PBD block = qHTS for Inhibitors of PLK1-PDB (polo-like kinase 1 - polo-box domain): Primary Screen | Serine/threonine-protein kinase PLK1 (Homo sapiens), P53350 | Plk1 PBD binding of FITC phosphopeptide, fluorescence polarization | Potency, µM, for the others: max response, negative = inhibition, usual class: inhibitors | 360,000 tested, 2.8% active; further: potency means the concentration at half of the fitted maximal effect; series mostly up to about 57 µM; on the % scale 0 is the no-effect control and ±100 the full control effect; nearly all actives have a fitted effect of over 65% in size
Numbers without * were called inactive; ? = inconclusive; / = no result given; [ ] = remark or other dose. Unless noted, the call rests on the fitted dose curve; in most records, active means well fitted curve in the direction sought with a large enough effect; inconclusive means small, poorly fitted or top-dose-only effect, or another doubt; inactive means no such curve, though single readings can be large; an effect the other way counts as inactive or inconclusive. An excerpt (hit frequency here may not be typical).

Below each compound: PI5P4Ka inh | WRN inhibitor | EPAC2 ag | IL2 activator | EPAC1 agonist | EPAC1 antag | CCT chaperon mod | PLK1 PBD block
> CC(=O)c1ccc(NC(=O)c2cc(=O)[nH]c3ccccc23)cc1
    -15 | 1% | 3% | 0.0 | 1% | 8% | 2.7 | -13%
> COc1ccccc1NC(=S)N(CCN1CCOCC1)Cc1ccccc1F
    3 | -19% | -2% | -4.2 | 5% | -3% | 0.5 | -1%
> CC(C)c1ccccc1NC(=S)NCCCn1ccnc1
    -2 | 2% | 7% | 0.1 | 12% | 2% | -0.4 | -2%
> Cc1ccc2c(c1)cc1c(=O)n(CC(=O)NCc3ccccn3)nc(C)n12
    0 | 8% | 12% | -1.0 | 14% | 10% | -3.9 | -10%
> COc1cc(/C=N/N2CCOCC2)ccc1OCc1ccccc1
    -6 | 0% | 5% | -0.8 | -8% | -7% | 2.3 | -25%
> O=C(N/N=C/c1cn(-c2ccccc2)nc1-c1ccc2c(c1)OCCO2)c1ccncc1
    1 | -30% | 1% | 1.3 | -11% | -19% | -0.3 | -24%
> O=C(c1ccc(COCC(F)(F)F)o1)N1CCCC1
    6 | -1% | 2% | 0.0 | -4% | -9% | -9.2 | -11%
> O=C(COc1cccc(Cl)c1Cl)NC1CC1
    4 | 7% | 11% | -0.3 | 7% | -17% | -3.7 | -21%
> COc1ccccc1C(=O)N/C(=C\c1cn(S(=O)(=O)N(C)C)c2ccccc12)C(=O)NCCCN1CCOCC1
    -5 | -3% | 0% | -2.7 | 0% | 1% | -2.8 | -23%
> COc1cccc(C2=NOC(C(=O)Nc3cc(OC)c(OC)c(OC)c3)C2)c1 (stereo not drawn)
    / | 4% | 4% | -1.6 | 6% | 4% | -3.3 | -2%
> Cc1c(-n2cc(C(=O)O)c(=O)c3cc(F)c(N4CCCC(O)C4)c(F)c32)c(=O)n(-c2ccccc2)n1C (stereo not drawn)
    -2 | -6% | -1% | -4.5 | -5% | 1% | -0.5 | -2%
> CCS(=O)(=O)NCC(c1ccco1)N1CCN(c2ccc(F)cc2)CC1 (stereo not drawn)
    16 | -5% | 1% | 12 | -12% | 3% | -2.6 | -2%
> Fc1ccccc1Cn1cc(C(=S)N2CCOCC2)c2ccccc21
    -2 | -8% | 13% | 1.0 | 5% | -11% | -0.2 | -8%
> C/C(=N/NS(=O)(=O)c1ccc(C)c(C)c1)c1ccncc1
    0 | 7% | 2% | -0.6 | -7% | -4% | 0.0 | -18%
> CC1CCc2nc3ccc(S(=O)(=O)N4CCC(C(=O)O)CC4)cc3c(C(=O)O)c2C1 (stereo not drawn)
    2 | -1% | -4% | 1.3 | -9% | -3% | 0.3 | 3%
> COc1ccc(C2/C(=C(/O)c3ccc(C)cc3)C(=O)C(=O)N2C)cc1 (stereo not drawn)
    -5 | -4% | 2% | -0.4 | 4% | -2% | -1.6 | 1%
> CCc1c(C)nc(SC/C=C/c2ccccc2)[nH]c1=O
    0 | -3% | 2% | 0.7 | 5% | -16% | -0.2 | -1%
> Cn1c(=O)c2c(nc(Oc3ccccc3Br)n2C)n(C)c1=O
    1 | 10% | 10% | -0.4 | 12% | 9% | 1.1 | -5%
> Cc1ccc(S(=O)(=O)N2CCC(C(=O)N3CC(C)OC(C)C3)CC2)cc1 (stereo not drawn)
    -5 | 0% | 9% | 0.3 | 19% | -4% | 0.3 | 1%
> CCN1CCN(C(=O)/C=C/c2ccc([N+](=O)[O-])cc2)CC1
    -11 | 0% | 18% | -2.5 | 13% | 7% | -8.5 | -16%
> COc1ccc(Cn2c(SCC(=O)NCc3ccco3)nc3ccsc3c2=O)cc1
    / | -7% | -3% | 3.7 | 4% | 0% | -4.6 | -11%
> Cc1cccc(OCC(=O)N2CCN(C(=O)CCC3CCCC3)CC2)c1
    11 | 3% | 0%[15.6 µM] | -0.5 | -6% | 2% | 0.6 | -2%
> O=C(NCC1CCCO1)c1cccc(S(=O)(=O)N2CCCCC2)c1 (stereo not drawn)
    -5 | -2% | -7% | 11 | 5% | 18% | -1.4 | -4%
> Cc1ccc(S(=O)(=O)N2CCC(C(=O)Nc3ccccc3N3CCCC3)CC2)cc1C
    -1 | -6% | 1% | 0.2 | -46%[inhibitor] | 6% | -3.2 | -3%
> COc1ccc(C2OC34CCCCC3C(C#N)(C#N)C2(C#N)C(=N)O4)cc1 (stereo not drawn)
    2 | -23% | 12% | -0.3 | 15% | 0% | -1.8 | -26%
> CCOC(=O)c1nc(C)[nH]c1C(=O)OCC
    6 | -8% | -3% | -1.3 | 8% | -5% | -1.3 | -5%
> N/C(=N\OC(=O)c1ccc([N+](=O)[O-])cc1Cl)c1ccccn1
    0 | -5% | 1% | 0.9 | 5% | -12% | -2.6 | -4%
> O=C(Cn1cc(S(=O)(=O)Cc2ccccc2F)c2ccccc21)N1CCOCC1
    2 | -21% | 4% | -6.3 | -7% | 15% | -0.3 | -13%
> CN1CCN(C(=O)C2CCN(c3ncc(C(F)(F)F)cc3Cl)CC2)CC1
    -1 | 11% | 8% | -1.0 | -4% | 10% | -1.6 | -9%
> O=C(C1CCCN(Cc2ccccc2)C1)N1CCCCC1 (stereo not drawn)
    -1 | -3% | 5% | 1.3 | 3% | 0% | 0.0 | 0%
> COc1ccc(C(NC(=O)CN2C(=O)NC3(CCc4ccccc43)C2=O)c2ccccc2)cc1 (stereo not drawn)
    5 | -3% | 1% | 0.0 | -1% | 0% | 1.4 | 4%
> COc1ccc(Oc2ccc(C(F)(F)F)cc2NC(=O)c2ccc(OC)cc2)cc1
    20 | -6% | 9% | -0.5 | -1% | ? | 0.5 | -11%
> Cc1c(NC(=O)C(C)Sc2ccc3ccccc3n2)c(=O)n(-c2ccccc2)n1C (stereo not drawn)
    1 | -26%[57.1 µM] | -2% | 1.5 | -7% | -1% | -1.4 | -12%
> Cc1cccc(-n2cnc3cc([N+](=O)[O-])ccc32)c1
    -20 | -14%[57.1 µM] | -2% | -0.3 | -2% | 32%[activator] | -0.7 | 17µM*
> CCOc1ccc2ccccc2c1/C=N\NC(=O)OC
    8 | -8%[57.1 µM] | -3% | -0.4 | 13% | 10% | -4.2 | 4%
> NC(CSCc1cccc(Br)c1)C(=O)O (stereo not drawn)
    -14 | 3% | -2% | -1.9 | -2% | 7% | 1.2 | -21%
> CCc1ccccc1S(=O)(=O)Cc1ccc(C(=O)NCc2cccs2)o1
    -1 | 4% | -3% | -0.6 | -5% | -1% | -1.4 | ?
> Cc1nc(-c2cccc(NC(=O)COc3ccc(Cl)cc3)c2)cs1
    4 | -28% | 10% | -3.8 | 8% | 5% | -0.3 | 3%
> CCN1C(=O)c2ccccc2S(=O)c2ccc(C(=O)NCCN(CC(C)C)CC(C)C)cc21 (stereo not drawn)
    -4 | 6% | -18% | -3.2 | -4% | 3% | 0.3 | 1%
> CCOc1cc(NC(=S)NC)c(OCC)cc1NC(=O)c1ccco1
    5 | -4% | 7% | -0.1 | 6% | -8% | -0.8 | -4%

Arranged by count of non-hydrogen atoms (ascending): part of the list above
Below each compound: PI5P4Ka inh | WRN inhibitor | EPAC2 ag | IL2 activator | EPAC1 agonist | EPAC1 antag | CCT chaperon mod | PLK1 PBD block
> CCOc1ccc2ccccc2c1/C=N\NC(=O)OC
    8 | -8%[57.1 µM] | -3% | -0.4 | 13% | 10% | -4.2 | 4%
> O=C(NCC1CCCO1)c1cccc(S(=O)(=O)N2CCCCC2)c1 (stereo not drawn)
    -5 | -2% | -7% | 11 | 5% | 18% | -1.4 | -4%
> CCOc1cc(NC(=S)NC)c(OCC)cc1NC(=O)c1ccco1
    5 | -4% | 7% | -0.1 | 6% | -8% | -0.8 | -4%
> Cc1cccc(OCC(=O)N2CCN(C(=O)CCC3CCCC3)CC2)c1
    11 | 3% | 0%[15.6 µM] | -0.5 | -6% | 2% | 0.6 | -2%
> COc1ccc(C2OC34CCCCC3C(C#N)(C#N)C2(C#N)C(=N)O4)cc1 (stereo not drawn)
    2 | -23% | 12% | -0.3 | 15% | 0% | -1.8 | -26%
> COc1ccc(Oc2ccc(C(F)(F)F)cc2NC(=O)c2ccc(OC)cc2)cc1
    20 | -6% | 9% | -0.5 | -1% | ? | 0.5 | -11%
> COc1ccc(C(NC(=O)CN2C(=O)NC3(CCc4ccccc43)C2=O)c2ccccc2)cc1 (stereo not drawn)
    5 | -3% | 1% | 0.0 | -1% | 0% | 1.4 | 4%

(cont.)
Below each compound: PI5P4Ka inh | WRN inhibitor | EPAC2 ag | IL2 activator | EPAC1 agonist | EPAC1 antag | CCT chaperon mod | PLK1 PBD block
> COc1ccc(NC(=O)C2CCN(C(=O)c3cccs3)CC2)cc1OC
    0 | -9% | 1% | -0.5 | 3% | 13% | 1.3 | -13%
> CCCCn1c(=O)[nH]c(=O)c2c1nc(-c1cc(Br)c(OCC)c(OC)c1)n2C
    5 | -10% | -8% | 1.0 | -1% | -9% | -6.4 | -1%
> COc1ccc(OCC(=O)N/N=C(\C)CC(=O)Nc2ccc(OC)cc2[N+](=O)[O-])cc1
    0 | 1% | 0% | 0.0 | 1% | -13% | -0.4 | -16%
> Cc1ccc(-c2c(C(=O)N/N=C/C3CCCCC3)nnn2-c2nonc2N)cc1
    0 | -3% | -10% | -4.4 | -5% | -3% | -3.6 | 3%
> Cn1ncc2c(NNC(=O)Cc3ccccc3)ncnc21
    -7 | 4% | 13% | 0.7 | 5% | 7% | -2.5 | -1%
> CC/C(=N\NC(=O)Nc1ccccc1)c1ccccc1
    -15 | 0% | 27% | -4.0 | 9% | 15% | -9.7 | -7%
> CCOC(=O)C1=C(C)NC(=S)NC1c1ccco1 (stereo not drawn)
    ? | ? | 2% | -0.7 | -2% | -22% | -1.6 | ?
> Cc1ccc(C)c(S(=O)(=O)N2CCCC2CNC(=O)C(=O)NCCc2ccccc2)c1 (stereo not drawn)
    4 | -5% | 2% | -1.0 | 9% | -12% | -2.3 | -7%

Screens (PubChem BioAssay)
